Bioassay records (PubChem BioAssay)
MEP2 TOR yeast = modulators of TOR pathway MEP2-GFP in S. cerevisiae | S. cerevisiae MEP2-GFP strain, flow cytometry GFP, 3 h; 100% = DMSO control level | GFP response vs DMSO, % at 10 µM | 0.51% of 330,000 active;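 active = GFP response versus DMSO above a set limit, roughly screen mean plus 3 SD, cut at about 180% in these data; inconclusive = fewer than 70 cells counted for a yeast strain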;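 note: median GFP fluorescence of the barcode-gated MEP2-GFP cells per well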
CR mimetic SO = yeast age-related superoxide inhibition as caloric restriction mimetic | S. cerevisiae aged cells, superoxide DHE fluorescence; active compounds read low | superoxide response (% of plate mean), % at 10 µM | 0.18% of 330,000 active | AID 2690;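 active = superoxide response under a set limit, about three screen SD below normal, cut at about 65% in these data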;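 note: yeast aged for seven days with compound at 30 °C before DHE staining; 100% = average MFI of all compound-treated wells on the plate with controls excluded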
AHR act = activators of human aryl hydrocarbon receptor | P35869 | AHR-responsive luciferase reporter cells, luminescence | activation, % at 5 µM | 2.5% of 320,000 active; in the data active = activation above about 47%;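 note: 0% = vehicle wells and 100% = reference agonist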
LAP4-GFP MLPCN = modulators of TOR pathway LAP4-GFP in S. cerevisiae; S. cerevisiae LAP4-GFP multiplex, flow cytometry GFP, 3 h; median GFP as percent of DMSO wells; GFP response vs DMSO, % at 10 µM; 0.34% of 320,000 active;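 active = GFP response vs DMSO above a set limit, about the screen mean plus 3 SD, cut at about 150% in these data; inconclusive = under 70 cell events counted for the yeast strain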
proCasp7 act = activates human procaspase-7, counter-screen for procaspase-3 activators; AID 463210; recombinant procaspase-7, Ac-DEVD-pNA absorbance 405 nm; D23A/D198A/D206A triple mutant, cannot self-cleave; scale: DMSO 0, 5 µM enzyme 100; 0.093% of 330,000 active; P55210; activation, % at 8.5 µM;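 active = percent activation above the screen-wide mean plus 3 SD, cut at about 25% in these data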
Target sequence (P55210 whole entry D23A/D198A/D206A): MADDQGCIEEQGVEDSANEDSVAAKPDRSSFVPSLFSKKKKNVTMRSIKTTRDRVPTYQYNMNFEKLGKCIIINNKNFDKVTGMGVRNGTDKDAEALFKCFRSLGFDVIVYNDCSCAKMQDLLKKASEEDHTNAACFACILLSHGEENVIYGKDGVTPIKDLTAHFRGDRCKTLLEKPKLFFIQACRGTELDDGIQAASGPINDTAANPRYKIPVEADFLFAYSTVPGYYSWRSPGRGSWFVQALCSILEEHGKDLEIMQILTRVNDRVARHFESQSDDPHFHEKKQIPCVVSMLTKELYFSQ
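Assay system – Uncleavable procaspase-7 mutant enzyme · Quantity – 2 µM procaspase-7 mutant as dispensed · Times – 1 h preincubation, 2 h reaction · Dosing – single nominal 8.5 µM compound dose, 0.8% DMSO final · Buffer or medium – Zinc-free 50 mM HEPES buffer, pH 7.4, with NaCl and Triton X-100 · Detection – Epi-absorbance of released pNA at 405 nm, two timepoints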
JMJD2C inh = inhibitors of human GASC-1 (JMJD2C) demethylase; AID 2099; inhibition, % at 2.35 µM; GST-JMJD2C(1-420) H3K9me3 demethylation, DELFIA europium; 0.069% of 330,000 active;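 active = more than half of a compound's replicate wells show inhibition beyond 50%, single wells judged on their own value; inconclusive = some, but no more than half, of replicates pass 50% inhibition; inactive = no replicate passes 50% inhibition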;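 note: signal counts dimethyl H3K9 product captured on neutravidin plate; 0% = median of DMSO wells and 100% = 0.3 times that DMSO median; strong numbers were not always called active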
Target sequence (Q9H3R0 1-420 limits assumed): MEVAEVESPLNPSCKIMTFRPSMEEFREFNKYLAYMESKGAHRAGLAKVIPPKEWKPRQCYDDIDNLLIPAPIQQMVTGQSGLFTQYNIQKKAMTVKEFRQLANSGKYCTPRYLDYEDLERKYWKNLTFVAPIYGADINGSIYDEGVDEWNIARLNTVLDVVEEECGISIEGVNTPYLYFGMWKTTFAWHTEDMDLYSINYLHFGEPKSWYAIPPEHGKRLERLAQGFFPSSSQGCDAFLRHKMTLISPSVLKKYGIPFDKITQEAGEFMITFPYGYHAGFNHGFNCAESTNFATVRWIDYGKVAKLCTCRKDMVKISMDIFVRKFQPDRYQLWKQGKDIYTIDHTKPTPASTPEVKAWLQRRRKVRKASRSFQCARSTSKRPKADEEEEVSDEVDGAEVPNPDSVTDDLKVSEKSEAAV
proCasp3 act = activators of human procaspase-3; AID 463141; recombinant procaspase-3 D3A, Ac-DEVD-pNA absorbance 405 nm; 0.11% of 330,000 active; activation, % at 8.5 µM; P42574;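 active = activation above the mean of all tested compounds plus 3 SD, cut at about 21% in these data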;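 note: 0% = DMSO alone and 100% = DMSO wells spiked with extra 5 µM PC-3 D3A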
Target sequence (P42574 whole entry D9A/D28A/D175A): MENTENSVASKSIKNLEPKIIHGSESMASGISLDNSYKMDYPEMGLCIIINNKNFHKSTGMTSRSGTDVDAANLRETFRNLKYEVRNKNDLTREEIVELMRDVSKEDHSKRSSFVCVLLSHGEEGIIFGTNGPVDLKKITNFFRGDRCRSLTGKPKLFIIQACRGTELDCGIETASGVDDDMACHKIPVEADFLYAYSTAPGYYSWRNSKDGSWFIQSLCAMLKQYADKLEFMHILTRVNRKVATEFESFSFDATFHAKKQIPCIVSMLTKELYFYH
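Assay system – Procaspase-3 D3A mutant, all three cleavage aspartates alanine · Controls – DMSO-only low control, 5 µM PC-3 D3A high control · Schedule – 1 h compound preincubation, 2 h substrate hydrolysis at 25 °C · Signal – 405 nm absorbance of p-nitroaniline, reads at 0 and 120 min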
RPL19A-GFP yeast = yeast TOR pathway RPL19A-GFP modulation; S. cerevisiae RPL19A-GFP strain, flow cytometry, 3 h; active compounds read low; percent response vs DMSO, % at 10 µM; 0.3% of 330,000 active;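 active = percent response vs DMSO below 50%; inconclusive = fewer than 70 events counted for the yeast strain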;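 note: median channel GFP fluorescence of the barcoded RPL19A-GFP strain; ratio of sample median GFP to plate DMSO average so 100% = DMSO; lower means less RPL19A-GFP as with rapamycin TOR inhibition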
Active calls of the source: *; i = inactive; ? = inconclusive; . = not tested or not shown; [ ] = dose if it differs, or a comment.

SMILES	MEP2 TOR yeast	CR mimetic SO	AHR act	LAP4-GFP MLPCN	proCasp7 act	JMJD2C inh	proCasp3 act	RPL19A-GFP yeast
O=C(Nc1ccc(F)cc1F)C1CCN(c2ncnc3c2sc2cccc(F)c23)CC1	106	90	7	128	7	45	-2	103
COc1cccc(CN(CC2CCCO2)S(=O)(=O)c2ccc(-n3cnnn3)c(OC)c2)c1 (centres undefined)	95	103	0	97	-1	-3	6	96
COC(=O)C1=CN(c2ccc(F)c(F)c2)C=C(C(=O)OC)C1c1ccc([N+](=O)[O-])cc1	108	92	-1	93	7	-7	-7	101
Oc1ccc(C[C@H]2CNCCN2CCc2cccc3ccccc23)cc1	87	91	0	127	10	192	1	96
COc1ccc(/C=C(\NC(=O)c2ccccc2)C(=O)N2CCCCC2)cc1OC	98	94	0	88	12	-14	4	100
COc1ccc(CCn2c(N)c(S(=O)(=O)c3cccs3)c3nc4ccccc4nc32)cc1OC	104	93	-2	100	-3	22	-1	102
CCOc1ccc(N(C)S(=O)(=O)c2ccc(C)c(C(=O)NCc3ccccc3OC)c2)cc1	98	98	8	99	5	.	0	94
COc1ccccc1S(=O)(=O)Nc1cc(S(=O)(=O)N2CCCCC2)ccc1N1CCOCC1	101	92	1	103	11	5	-8	99
COc1cccc(C2=NN(C(C)=O)C(c3cccs3)C2)c1 (centres undefined)	98	107	13	100	8	2	-1	101
CN1c2ccsc2/C(=N/Nc2ccc(F)cc2)CS1(=O)=O	98	99	65*	151*	-20	-7	-22	95
CN(Cc1cn(-c2ccccc2)nc1-c1ccc(F)cc1)C(=O)CCC(=O)O	103	101	1	91	0	4	13	98
CN(C(=O)CSc1nnc(N)s1)c1c(N)n(Cc2ccccc2)c(=O)[nH]c1=O	108	103	4	103	0	-23	0	99

AHR act: hit marks shown above
compound	MEP2 TOR yeast	AHR act	LAP4-GFP MLPCN	JMJD2C inh	proCasp3 act	RPL19A-GFP yeast
CN1c2ccsc2/C(=N/Nc2ccc(F)cc2)CS1(=O)=O	98	65*	151*	-7	-22	95

A draw from above in order of number of heavy atoms, lowest first:
SMILES	MEP2 TOR yeast	CR mimetic SO	AHR act	LAP4-GFP MLPCN	proCasp7 act	JMJD2C inh	proCasp3 act	RPL19A-GFP yeast
CN1c2ccsc2/C(=N/Nc2ccc(F)cc2)CS1(=O)=O	98	99	65*	151*	-20	-7	-22	95
CN(C(=O)CSc1nnc(N)s1)c1c(N)n(Cc2ccccc2)c(=O)[nH]c1=O	108	103	4	103	0	-23	0	99
COc1ccc(/C=C(\NC(=O)c2ccccc2)C(=O)N2CCCCC2)cc1OC	98	94	0	88	12	-14	4	100
COC(=O)C1=CN(c2ccc(F)c(F)c2)C=C(C(=O)OC)C1c1ccc([N+](=O)[O-])cc1	108	92	-1	93	7	-7	-7	101
COc1ccccc1S(=O)(=O)Nc1cc(S(=O)(=O)N2CCCCC2)ccc1N1CCOCC1	101	92	1	103	11	5	-8	99

As entered above.
CR mimetic SO result of `COc1cccc(C2=NN(C(C)=O)C(c3cccs3)C2)c1` (centres undefined) stands at 107
LAP4-GFP MLPCN result of `Oc1ccc(C[C@H]2CNCCN2CCc2cccc3ccccc23)cc1` stands at 127
CR mimetic SO result of `CN(Cc1cn(-c2ccccc2)nc1-c1ccc(F)cc1)C(=O)CCC(=O)O` stands at 101

Going on with the list.
SMILES	MEP2 TOR yeast	CR mimetic SO	AHR act	LAP4-GFP MLPCN	proCasp7 act	JMJD2C inh	proCasp3 act	RPL19A-GFP yeast
Cn1c(CCN2CCOCC2)nc2cc(NC(=O)COc3ccc(Cl)cc3)ccc21	99	107	-3	99	1	-8	12	102
CCOc1ccccc1N(C(=O)c1ccccc1Cl)C1=NC(C)(C)CS1	?	104	17	90	9	-18	-6	89
Cc1cccc(NC(=O)c2ccccc2NC(=O)C(C)(C)C)n1	93	91	5	113	9	6	3	98
O=C(O)CC1S/C(=N/N=C/c2ccc(-c3ccc(Cl)cc3[N+](=O)[O-])o2)NC1=O (centres undefined)	93	87	8	90	3	0	-4	100
Cc1nnc(SCC(=O)NNC(=O)c2ccccc2)n1-c1ccccc1	100	101	1	91	-6	11	-1	101
CCc1cccc(C)c1NC(=O)CSc1nc(C)c(C)o1	99	98	0	97	3	-5	1	106
Cc1cccn2c(=O)c(/C=C(\C#N)C(N)=O)c(Oc3ccccc3)nc12	86	110	2	110	17	-24	13	97
CN1CCCN(CC(O)COCc2cccs2)CC1 (centres undefined)	138	94	0	89	9	7	-4	84
CC1(C)CC(C(CC(=O)O)c2ccccc2)CCO1 (centres undefined)	104	89	0	98	5	5	4	99
COc1ccc(C(=O)NCc2cnn(C)c2C)cc1OC1CCN(C(C)C)CC1	106	97	-1	73	6	-1	4	101
Cc1cc(C)c2c(=O)[nH]n(C3CC(C)N(C)CC3C)c2n1 (centres undefined)	98	104	-1	92	7	1	6	100
Cc1ccc2oc(-c3cccc(NC(=S)NC(=O)/C=C/c4ccco4)c3)nc2c1	107	92	67*	107	9	5	-4	103
CCCC1=Nc2cc(C(=O)NCCCOC(C)C)ccc2Sc2ccccc21	93	81	6	93	-4	16	0	94
O=C(CC1C(=O)NCCN1C(=O)Nc1ccc(Cl)cc1)Nc1ccc(F)cc1 (centres undefined)	92	97	0	92	6	0	3	87
COc1ccc2[nH]cc(/C=C/C(=O)c3ccccc3)c2c1	102	91	6	103	-20	0	-18	102
Nc1ccn(CC(=O)NCCNc2ccc([N+](=O)[O-])cn2)c(=O)n1	94	110	-1	90	15	-4	-4	95
O=C(Nc1cc(N2CCOCC2)ncn1)c1ccccc1	100	108	1	100	4	6	19	97
CC(C)(C)NC(=O)CN(CCN1CCOCC1)C(=O)CNS(=O)(=O)c1ccc(Cl)cc1	105	94	0	107	3	-8	1	101
C[C@H](CO)N1C[C@H](C)[C@@H](CN(C)S(=O)(=O)c2ccc(F)cc2)Oc2c(NC(=O)CCC(F)(F)F)cccc2C1=O	.	99	-1	.	-9	26	3	.
Cc1c(Cl)cnc(NC(=O)COC(=O)C2CC2)c1Cl	98	87	0	98	3	-6	0	92
CC(C)CC(=O)NC(=S)NNC(=O)c1cccc([N+](=O)[O-])c1	100	109	1	99	-15	7	0	94
COC(=O)c1ccc(Cl)c(NC(=O)CN2CCN(C)CC2)c1	102	86	-1	96	-2	-14	6	100
O=C(CN(c1ccccc1)S(=O)(=O)c1ccccc1[N+](=O)[O-])Nc1ccccc1C(=O)N1CCOCC1	95	100	2	105	-7	0	5	96
Cn1c(SCCc2ccc([N+](=O)[O-])cc2)nccc1=O	88	80	-9	150	-5	10	-3	86
Cc1cnc(C(=O)NCC(c2ccccc2)c2ccccc2)cn1	95	93	0	129	6	1	10	93
C/C(=C\c1ccccc1F)C(=O)c1c(C)cc(C)[nH]c1=O	104	97	-1	98	13	i	-1	100
COC(=O)c1cc2oc3ccccc3c2n1Cc1ccccn1	89	89	1	94	12	-1	1	89
Cc1cccc(-n2c(O)c(C=NCc3ccccn3)c3ccccc3c2=O)c1	103	88	2	89	10	26	1	102
CCN(CC(=O)Nc1ccccc1OC)C(=O)CC1CC2CCC1C2 (centres undefined)	100	93	1	95	3	-3	4	92
COC(=O)C1CC(=O)N(CCc2c[nH]c3ccccc23)C1 (centres undefined)	113	116	18	102	2	51	1	98
O=[N+]([O-])c1ccc(Cl)c(S(=O)(=O)n2ccnc2)c1	95	109	1	96	-1	5	3	96
CC1=C(C(=O)OCc2ccccc2)C(c2ccc(C)o2)C2=C(CCCC2=O)N1 (centres undefined)	100	97	13	97	-11	7	-2	95
Cc1ccc(NC(=O)Cc2nnc(SCC(=O)Nc3ccc(N4CCOCC4)cc3)n2C)cc1	104	85	1	95	8	-18	-6	92
COc1ccc(S(=O)(=O)NN(C)C(=O)c2nn(-c3ccccc3)ccc2=O)cc1	96	94	2	108	8	-18	-1	95
CSc1ncccc1C(=O)Nc1ccc2nc(C)sc2c1	102	117	6	101	-4	0	4	92
COc1ccc(NC(=O)C(CCSC)NC(N)=O)cc1NS(=O)(=O)c1ccc(F)cc1 (centres undefined)	96	98	-1	96	9	6	7	94
Cc1nc2ccccc2c(=O)n1/N=C1\C(=O)N(C)c2ccccc21	94	93	19	107	1	-1	-2	94
CC(=O)N1CCC(CCCC2CCN(C(C)=O)CC2)CC1	116	108	2	108	-15	9	2	95
O=C(N[C@@H](Cc1ccccc1)C(=O)O)c1cccs1	92	97	0	97	7	2	-2	100
CCC(=O)N1c2ccccc2NC2=C(C(=O)CCC2)C1c1ccccc1 (centres undefined)	104	98	0	105	-2	-2	6	101
Cn1c(CSc2nnc(SCc3ccccc3)s2)nc2ccccc21	104	92	2	108	-5	1	1	109
CC(C)(C)NC(=O)C(=O)NC(=O)c1c(F)cccc1Cl	97	102	1	97	3	6	3	96
Nn1c(COc2ccc(Cl)cc2)nc2ccccc2c1=O	77	99	7	91	-1	3	-2	99
CC(C)CNC(=O)c1cccc(NC(=O)c2ccc3c(c2)C(=O)N(C)C3=O)c1	103	105	-1	99	8	5	3	101
Cc1nc(NC(=O)CCCC(=O)Nc2nc(C)c(C)s2)sc1C	103	94	3	102	9	2	13	107
COc1cccc(CC(=S)N2CCOCC2)c1	100	93	0	99	-1	-1	2	96
CCOC(=O)N1CCN(S(=O)(=O)c2ccc(-n3cnnn3)cc2)CC1	93	80	0	95	4	-28	13	95
CSc1nnc2ccc(-c3ccccn3)nn12	99	106	0	108	2	-10	-1	94

Random excerpt: two entries already listed, in no set order.
SMILES	MEP2 TOR yeast	CR mimetic SO	AHR act	LAP4-GFP MLPCN	proCasp7 act	JMJD2C inh	proCasp3 act	RPL19A-GFP yeast
Cc1nc2ccccc2c(=O)n1/N=C1\C(=O)N(C)c2ccccc21	94	93	19	107	1	-1	-2	94
CC(C)CNC(=O)c1cccc(NC(=O)c2ccc3c(c2)C(=O)N(C)C3=O)c1	103	105	-1	99	8	5	3	101

Other results follow:
SMILES	MEP2 TOR yeast	CR mimetic SO	AHR act	LAP4-GFP MLPCN	proCasp7 act	JMJD2C inh	proCasp3 act	RPL19A-GFP yeast
COc1ccccc1NC(=O)CSc1nnc(CCNC(=O)c2ccc(C)cc2)n1C	99	85	3	105	18	-6	0	93
Cc1ccc(N2C(=O)C3CC3C2=O)cc1 (centres undefined)	105	96	0	94	-2	3	3	103
COc1ccc(N2CCN(C(=O)CCC(=O)NNc3nc4ccccc4c4nc(C)nn34)CC2)cc1	99	91	-2	99	-15	70	9	96
CC(=O)n1c(Cl)c(NC(=O)CCl)c2ccccc21	101	111	10	101	1	7	-4	101
Cc1cc(C)n(C(=O)/C=C/c2cccs2)n1	211*[may fluoresce violet]	101	1	86[may fluoresce violet]	3	9	-4	54[may fluoresce violet]
